ER stress rescue – rescue of cells from ER stress-induced death, primary screen, 384-well, CSM14.1, thapsigargin, ATP luminescence (AID 1222). CSM14.1 thapsigargin-induced death rescue, ATP luminescence; higher % means a stronger effect. 190,000 tested, under 10 active. one-dose cellular ATP content (survival), % at 20 µM; EC50 in µM for titrated hits;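 active = EC50 below 50 µM in the dose-response confirmation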;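 also: death triggered by thapsigargin at about 15 µM added after 2 h compound pretreatment; cell ATP read after overnight thapsigargin exposure of roughly 18 to 22 hours; normalized against plate controls of thapsigargin alone and 5% DMSO vehicle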
Lipid droplet – modulators of hepatic lipid droplet formation; AML12 mouse hepatocytes, oleate lipid droplets, BODIPY imaging; 240,000 compounds, 0.4% hits; inhibition, % at 6.5 µM; AID 1656;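 active = lipid droplet intensity inhibited by at least 50%, with more than 500 cells counted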
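Test system: AML12 mouse liver cells; schedule: overnight exposure; technique: high-content imaging of BODIPY-stained droplets and DAPI nuclei; read-out: % inhibition of corrected integrated BODIPY droplet signal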
WT yeast gro inh – growth inhibition of WT yeast, mitochondrial fusion screen; mitochondrial fusion phenotypic screen, WT strain; inhibition, % at 10 µM; 190,000 compounds, 2.1% hits; in the data active = inhibition above about 58%; tested in S. cerevisiae
TNAP activation fold – human TNAP enzyme activators, primary screen, biochemical, luminescent, no phosphate acceptor, uHTS (AID 1001); activation fold at 20 µM, or EC50 in µM where a hit was titrated; 200,000 compounds, 0.03% hits; purified TNAP, luminescent activation assay, no phosphate acceptor; higher activation fold means a stronger effect; in the data active = activation fold from about 3, or a potency from the dose series; inactive = the rest, 99 in 100 with activation fold below about 1.6; also: many of its hits are not listed in these tables
K1F lysis inhibition – inhibition of K1F phage lysis, E. coli UTI89, bacterial capsule biogenesis inhibitors, alamar blue (AID 488966); inhibition, % at 100 µM; hits with a dose series show IC50 in µM; E. coli UTI89 K1F phage lysis, alamar blue, 2 h; higher % means a stronger effect; 340,000 compounds, 0.02% hits;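 active = phage lysis inhibition, versus mean bacterial control, above a set limit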;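 also: capsule biogenesis inhibitors block K1F phage lysis so surviving cells raise fluorescence; higher fluorescence means more inhibition of phage lysis; actives were called in the ten point dose series up to 300 µM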
Myeloid diff MLP – myeloid differentiation induction; calls only at 10 µM; 360,000 compounds, 1% hits; AID 624256; ER-HoxA9 myeloid progenitors, lysozyme-GFP differentiation, flow cytometry;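 active = normalized GFP-positive differentiation at or above the plate's own cutoff, the solvent-only control mean plus 3 SD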;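 also: cells exposed to compound for four days before flow analysis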
PMI inhibition – MPI inhibition at elevated mannose 6-phosphate – biochemical, fluorescence intensity, high mannose 6-phosphate, primary screen (AID 1220); recombinant PMI enzyme, coupled fluorescence intensity; higher % means a stronger effect; inhibition, % at 20 µM; hits with a dose series show IC50 in µM; 190,000 compounds, 0.66% hits
human PMI inhibition – MPI enzyme activity inhibition – biochemical, fluorescence intensity, coupled assay, primary screen (AID 1209); purified PMI enzyme, coupled fluorescence intensity; higher % means a stronger effect; inhibition, % at 20 µM; hits with a dose series show IC50 in µM; 190,000 compounds, 0.42% hits;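 also: plate controls were DMSO vehicle for no effect and wells lacking substrate for full effect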
P. falciparum M1AAP – P. falciparum M1AAP inhibitors, biochemical, fluorogenic H-Leu-NHMec substrate, 1536-well (AID 1445); recombinant M1AAP, H-Leu-NHMec fluorogenic kinetic assay; higher % means a stronger effect; inhibition, % at 30 µM; hits with a dose series show IC50 in µM; 220,000 compounds, 0.42% hits;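 active = primary inhibition above the hit cutoff, then over 50% inhibition at one or more dose response concentrations, cut at about 23% in these data, passing the limit was not always enough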;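 also: plate controls were DMSO full reaction for no effect and no enzyme background for full effect; strong numbers were not always called active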
WT yeast gro inh mutant strain – also measured in WT yeast gro inh; calls as there; inhibition, %; mitochondrial fusion phenotypic screen, mutant strain inhibition
Lipid droplet cells 6.5 µM – also measured in Lipid droplet; calls as there; cell count; measured here: cell count, cytotoxicity flag;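 cells counted across two imaged fields per well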
Myeloid diff MLP GFP+ MAC1+ % – further read-out of Myeloid diff MLP, marked with its call; GFP+ MAC1+ double positive, %; measured here: differentiation confirmed by MAC1 staining
An asterisk follows results filed as active; i = inactive; · = no result given; [ ] = remark or other dose. Rule as the data show it, unless noted: active = inhibition above about 50%; inactive = the rest. No enrichment for hits. Share with any hit: about 4.6%.

SMILES	ER stress rescue	Lipid droplet	Lipid droplet cells 6.5 µM	WT yeast gro inh	WT yeast gro inh mutant strain	TNAP activation fold	K1F lysis inhibition	Myeloid diff MLP	Myeloid diff MLP GFP+ MAC1+ %	PMI inhibition	human PMI inhibition	P. falciparum M1AAP
CN(CCc1ccccn1)C(=O)c1nn2c(C(F)(F)F)cc(-c3ccco3)nc2c1Cl	4.0%	·	·	-8	-10	1.1	9.7%	i	1.0	-14%	-11%	3%
CCOC(=O)c1cnc2c([N+](=O)[O-])cnn2c1C	-1.6%	3	676	-11	-12	1.1	0.2%	i	0.0	4%	-2%	8%
CCC1CCc2c(sc3nc(SCC(=O)NCc4ccco4)n(-c4ccccc4)c(=O)c23)C1 (stereo unspecified)	18%	8	705	-6	14	1.2	1.3%	i	0.6	8%	-4%	-1%
CCOc1cccc(/C=N/NS(=O)(=O)c2ccc(C)c([N+](=O)[O-])c2)c1O	-1.1%	2	714	-12	17	1.1	-1.2%	i	1.3	12%	-15%	-1%
COC(=O)Nc1c(-c2ccccc2)nc2ccc(C)cn12	0.5%	·	·	17	15	1.1	0.2%	i	1.1	2%	4%	-1%
Cc1cccc(-n2ccnc2SCC(=O)Nc2nnc(C)s2)c1	-0.5%	·	·	2	1	1.2	0.8%	i	3.0	2%	-3%	-2%
O=c1c2oc3nc4c(cc3c2ncn1CCCc1ccccc1)CCCC4	·	0	623	·	·	·	-0.6%	i	0.4	·	·	8%
CCCCn1c(CCC(=O)O)ccc1-c1cccs1	·	-4	722	8	0	1	-0.5%	i	0.7	6%	6%	11%
CN(CC(=O)O)Cc1nc2ccccc2[nH]1	0.1%	26	763	13	1	1.4	-0.2%	i	9.5	9%	15%	-20%
O=C(NCc1cccnc1)NC1(c2ccccc2)CC1	-0.2%	·	·	7	5	1.1	0.2%	i	3.1	5%	2%	8%
O=c1/c(=C/c2ccc([N+](=O)[O-])cc2)sc2n1CCCN=2	0.4%	·	·	6	4	1.1	0.0%	i	1.2	2%	2%	8%
CC(C)(C)n1nnnc1C(c1cc2cc3c(cc2[nH]c1=O)OCCO3)N1CCSCC1 (stereo unspecified)	0.7%	·	·	-8	0	1.1	1.7%[50 µM]	i	2.0	12%	2%	7%
COc1ccc(CCNC(=O)c2ccccc2SC)cc1	-2.4%	2	665	-33	-18	1.1	0.1%	i	0.6	-8%	-8%	-8%
COC(=O)c1ccc(NC(C(=O)OC)C(C)C)c([N+](=O)[O-])c1 (stereo unspecified)	3.7%	-1	591	4	5	0.9	1.9%[50 µM]	i	0.2	2%	-4%	3%
O=C(NCC(c1cccs1)N1CCOCC1)c1cc(-c2ccc(F)cc2)nc2ccccc12 (stereo unspecified)	0.3%	-12	710	-2	-27	1.1	-0.4%	i	0.1	10%	14%	3%
COc1ccc(Cc2noc(CN3CCN(c4ccc(Cl)cn4)CC3)n2)cc1OC	3.1%	-25	663	26	7	1.1	-0.1%	i	0.3	1%	0%	-3%
Cc1cccc2cc(-c3nc4c(C)cccn4c3NCc3ccco3)c(=O)[nH]c12	-0.4%	-4	752	35	39	1.1	1.4%	i	1.0	2%	2%	20%
CSc1ccccc1NC(=O)CN(c1cccc(C)c1)S(C)(=O)=O	-2.1%	·	·	0	1	1.1	-3.4%	i	0.3	-4%	-1%	2%
Cc1ccc(C(CC(=O)NCc2ccco2)c2ccccc2)c(O)c1 (stereo unspecified)	-1.2%	-2	772	-6	5	1.2	1.5%	i	8.4	-4%	-2%	12%
CSc1nc(=O)n2cccc(C)c2n1	0.6%	3	681	1	18	1.1	-0.3%	i	2.5	6%	3%	10%
Cc1c(Cl)cccc1NC(=O)CC1Sc2ccccc2NC1=O (stereo unspecified)	·	2	722	·	·	·	0.1%	i	0.5	·	·	1%
NC(=O)CSc1ccc(Br)cc1	-1.4%	2	721	-10	-8	1.1	-0.1%	i	1.4	5%	10%	0%
Cc1ccc(NC(=S)NCC2CCN(C(C)c3ccccc3)C2)cc1 (stereo unspecified)	-1.8%	-5	680	10	8	1	0.1%	i	0.3	12%	13%	9%
COc1ccc2cc(CCNC(=O)C3CC3)c(=O)[nH]c2c1	-0.4%	·	·	-10	-5	1.1	0.6%	i	0.5	1%	4%	5%
COc1ccc(Cn2c3ccc(OC)cc3c3nc4ccccc4nc32)cc1	2.1%	1	689	-9	1	1.3	12%	i	0.6	10%	20%	13%
COc1ccc(NC(=O)C2CCCN(S(=O)(=O)c3cccc4cccnc34)C2)c(OC)c1 (stereo unspecified)	-1.2%	·	·	11	10	1.1	5.3%	i	2.2	13%	13%	9%
COc1ccc(-c2cc(C(F)(F)F)nc(-n3ccnc3)n2)cc1	-2.4%	2	777	11	19	1.1	0.3%	i	0.2	-9%	-9%	1%
O=C(COC(=O)c1ccc(O)cc1)Nc1ccc(N2CCCCC2)cc1	-1.3%	·	·	-1	4	1.2	0.1%	i	0.9	9%	16%	8%
COc1ccc(C(c2nnnn2Cc2ccc(F)cc2)N2CCN(c3ccc(OC)cc3)CC2)cc1 (stereo unspecified)	4.6%	·	·	23	9	1	0.3%	i	1.1	30%	16%	8%
CCCS(=O)(=O)N1CCC(C(=O)NCCC(C)C)CC1	0.1%	-2	709	-11	2	1	0.0%	i	0.2	0%	-3%	12%
COc1cc([N+](=O)[O-])ccc1N=Nc1c(N)[nH]n(-c2ccccc2)c1=O	-0.5%	-9	704	18	19	0.8	·	i	0.2	35%	16%	-2%
COC1(C)CC2C(CC1OC(=O)c1cc([N+](=O)[O-])cc([N+](=O)[O-])c1)C2(C)C (stereo unspecified)	0.6%	-13	735	76*	69*	1.1	0.3%	i	0.0	11%	24%	6%
FC(F)(F)c1cnc(Oc2ccccc2-c2nnco2)c(Cl)c1	-4.9%	1	758	-21	-16	1.1	5.0%	i	0.6	-9%	1%	0%
Cc1cc(N(CN2CCCC2=O)C(=O)c2ccccc2)no1	-0.8%	·	·	1	-10	1	1.0%	i	0.5	19%	5%	1%
Cc1ccccc1-c1nn(-c2ccc(F)cc2F)cc1CNCC(C)O (stereo unspecified)	-1.3%	-2	698	-6	-4	1.1	0.2%	i	0.3	0%	7%	14%
COc1ccccc1NC(=O)CCNC(=O)Cn1ccc2ccccc2c1=O	-1.1%	·	·	3	-12	1	-0.1%	i	0.6	2%	-9%	4%
O=C(NCc1ccccc1)c1cccc(F)c1F	-1.5%	-1	661	17	-29	1	-1.1%	i	0.2	-13%	-8%	-1%
CCCCC(=O)Nc1cc(OCC)c(NC(=S)NC)cc1OCC	-1.1%	21	761	4	11	1.1	-2.0%	i	0.0	37%	1%	9%
COc1ccc(N/C=C/C(=O)c2ccc(Oc3ncccn3)cc2)cc1	-1.2%	·	·	70*	-11*	1.1	0.1%	i	1.1	10%	5%	1%
CCC(C)NC(=O)CSc1nc2ccccc2c(=O)n1Cc1ccc(OC)cc1 (stereo unspecified)	0.7%	9	762	1	1	1.1	0.2%	i	0.4	-1%	1%	2%
Cc1ccc(NC(=O)c2ccc(OC(=O)COc3ccc(Cl)cc3C)cc2)cc1	-4.3%	-1	603	-1	-12	1.1	-3.7%	i	1.1	-5%	-9%	-4%
CCOCCCNC(=O)CCCOc1ccccc1	-1.6%	3	760	0	6	1.2	1.5%	i	0.6	-3%	3%	2%
O=C(c1ccc(F)cc1)N1C2CCC1CC(O)(c1ccc(F)cc1)C2 (stereo unspecified)	0.4%	·	·	4	-3	1.1	0.2%	i	0.4	-2%	-4%	-3%
C/C(=N\NC(=O)c1cccc(C)c1)c1cccc(NC(=O)c2ccco2)c1	0.4%	·	·	-11	-12	1.1	-1.6%	i	0.8	10%	7%	6%
Cc1ccc(C2CC(C(F)(F)F)n3nc(C(=O)NCCN4CCOCC4)cc3N2)cc1 (stereo unspecified)	-0.7%	·	·	5	-6	1.1	-0.7%	i	0.5	4%	12%	1%
CCOc1ccc(-n2nc3c(=O)[nH]nc(C)c3c2C)cc1	3.4%	7	632	-9	-15	1.3	2.1%	i	0.8	-5%	-4%	2%
Cc1cnnn1-c1cccc([N+](=O)[O-])c1	·	-2	670	4	-5	0.9	-1.1%	i	0.1	-9%	-14%	6%
COc1cccc(-n2ccnc2SCC(=O)N2CCc3ccccc32)c1	-0.5%	-11	639	-3	11	1.2	0.1%	i	1.8	6%	4%	11%
NC(=O)COc1cccc2cccnc12	-0.5%	12	743	10	10	1.2	0.5%	i	0.3	-5%	-4%	-2%
Cc1ccccc1OCCSCc1nc2ccccc2[nH]1	-1.0%	-5	661	75*	59*	1.4	15%	i	0.5	13%	26%	-1%
O=C(N=Nc1c(O)[nH]c2ccccc12)c1cccc(S(=O)(=O)N2CCCCC2)c1	-2.7%	-25	589	-12	18	1.1	8.3%	i	0.1	-3%	9%	8%
CC(C)(C)OC(=O)N/N=C/c1ccc(C(=O)O)cc1	-1.8%	-2	673	-16	-5	1	-0.3%[50 µM]	i	0.3	6%	8%	13%
C=CCn1c(C)cc(C(=O)Cn2nc(C(=O)O)c3ccccc3c2=O)c1C	-0.5%	-8	699	-6	-11	1	0.1%	i	0.6	8%	0%	5%
CCC1CCCCN1C(=O)CSc1nnc(-c2c[nH]c3ccccc23)o1 (stereo unspecified)	0.6%	·	·	-4	7	1	7.7%	i	2.3	-4%	3%	15%
CCCCC(=O)Nc1nc2ccc(C(=O)OC)cc2s1	1.6%	1	711	-3	-18	1.1	0.0%	i	0.3	-2%	-7%	4%
CCC(C)c1ccccc1NC(=O)COC(=O)c1ccc(N2CCCC2)c([N+](=O)[O-])c1 (stereo unspecified)	-2.7%	7	502	4	9	1	-1.4%	i	0.2	0%	23%	1%

Individual results from above.
Entry for Cc1ccccc1OCCSCc1nc2ccccc2[nH]1 in PMI inhibition: 13%
Entry for CCC1CCCCN1C(=O)CSc1nnc(-c2c[nH]c3ccccc23)o1 (stereo unspecified) in human PMI inhibition: 3%
Entry for NC(=O)COc1cccc2cccnc12 in Myeloid diff MLP GFP+ MAC1+ %: 0.3

Compound activity (PubChem BioAssay)
